Compound activity from PubChem BioAssay.
PvdQ acylase: P. aeruginosa PvdQ acylase inhibition | purified PvdQ acylase, fluorescence plate reader | inhibition, % at 10 µM | actives 0.063% (n = 340,000); in the data active = inhibition above about 30%, passing the limit was not always enough;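 also: 0% = vehicle neutral wells and 100% = reference inhibitor wells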
PfHsp90 set2: inhibits growth of yeast expressing Plasmodium falciparum Hsp90 | actives 0.32% (n = 310,000) | S. cerevisiae expressing PfHsp90, BacTiter-Glo ATP, 48 h; yeast lacking PDR1 and PDR3 efflux regulators | AID 504621 | inhibition, % at 9.4 µM;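 active = every replicate shows inhibition above about 80%, whatever the replicate mean, limit read from the data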;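 also: 0% = DMSO neutral controls and 100% = 20 µM radicicol positive controls; yeast relying on Plasmodium falciparum Hsp90 in place of its own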
SR-BI HDL uptake: mouse SR-BI HDL lipid transfer inhibition; Q61009; ldlA[mSR-BI] CHO cells, DiI-HDL uptake fluorescence, 3 h; inhibition, % at 12.5 µM; actives 0.96% (n = 320,000); AID 488896;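 active = mean replicate inhibition of at least 70% and a set share of replicates each scoring 70 or more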;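 also: 0% = median of neutral control wells and 100% = median of positive control wells; values of inactives mirror those of a sister screen read the other way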
CAL PDZ FP-1: inhibitors of human CAL PDZ peptide binding; purified CAL PDZ, TMR-peptide fluorescence polarization, 1 h; actives 0.02% (n = 330,000); inhibition, % at 20 µM; AID 504414; Q9HD26;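 active = highest replicate inhibition of at least 40%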;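 also: plate controls were DMSO neutral control wells for no effect and unlabeled competitor peptide control wells for full effect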
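Test system: tagged CAL PDZ domain / Buffer or medium: sodium phosphate/NaCl buffer pH 7.4 with TCEP, IgG, Thesit / Reagent: TMR-labelled reporter peptide T*-PRC34 bound in PDZ groove / Compound dosing: single point, 20 µM / Schedule: 1 h incubation at room temperature before polarization reading / Technique: fluorescence polarization (mP) / Benchmarks: unlabelled peptide, DMSO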
SR-BI DiI-HDL act: SR-BI HDL lipid transfer activation. CHO ldlA[mSR-BI] cells, DiI-HDL uptake fluorescence, 3 h; 100 = double the neutral-control signal. activation, % at 12.5 µM. actives 0.096% (n = 320,000). AID 504775;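 active = mean replicate activation of at least 60% and every replicate at or above 60%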;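 also: 0% = median plate neutral-control signal and 100% = twice that signal; values of inactives mirror those of a sister screen read the other way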
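system = CHO ldlA[mSR-BI] cells, LDL receptor-null, SR-BI overexpressing | medium = Ham's F12 with 0.5% BSA, HEPES 25 mM, pH 7.4 | probe or stimulus = DiI-HDL 10 µg/mL | compound dosing = single-point compound dose | incubation = compound exposure 3 h, 37 °C | technique = DiI fluorescence, bottom read | read-out = cell-associated DiI fluorescence as measure of HDL uptake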
dFosB activator: enhances mouse delta FosB homodimer DNA binding | activation, % at 25 µM | AID 493131 | purified delta FosB, TAMRA-CDK5 oligo fluorescence polarization; percent of positive-control signal above neutral wells | actives 0.99% (n = 340,000);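 active = mean activation above about 17%, with every replicate also reaching it, limit read from the data, passing the limit was not always enough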;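 also: fluorescence polarization rise as delta FosB binds a TAMRA Cdk5 AP-1 oligo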
Target sequence (P13346 whole entry, looked up): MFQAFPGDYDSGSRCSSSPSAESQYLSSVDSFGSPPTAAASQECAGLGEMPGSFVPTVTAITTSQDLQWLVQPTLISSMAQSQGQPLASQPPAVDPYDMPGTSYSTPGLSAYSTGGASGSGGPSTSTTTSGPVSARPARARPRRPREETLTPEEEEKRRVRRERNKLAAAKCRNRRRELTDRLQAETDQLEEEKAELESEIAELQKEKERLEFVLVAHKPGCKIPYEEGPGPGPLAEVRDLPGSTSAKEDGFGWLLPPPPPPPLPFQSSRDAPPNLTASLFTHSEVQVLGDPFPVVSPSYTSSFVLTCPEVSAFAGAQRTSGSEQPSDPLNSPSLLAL
MITF act: activators of MITF-driven TRPM1 promoter activity in SK-MEL-5 cells; SK-MEL-5 TRPM1-promoter luciferase, 24 h; % of positive control, neutral wells = 0; activation, % at 12.5 µM; actives 0.75% (n = 300,000); AID 588334;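 active = mean activation of at least 80% with every replicate also reaching 80%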;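 also: 0% = neutral control wells and 100% = parthenolide positive control wells; values of inactives mirror those of a sister screen read the other way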
Rtt109 Vps75: C. albicans Rtt109 histone acetyltransferase inhibition; Q5AAJ8; purified Rtt109/Vps75, ThioGlo CoA-SH fluorescence, 4 h; inhibition, % at 34.9 µM; actives 0.16% (n = 330,000); AID 540336;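 active = inhibition of at least 50% in every replicate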
Target sequence (Q5AAJ8 whole entry, looked up): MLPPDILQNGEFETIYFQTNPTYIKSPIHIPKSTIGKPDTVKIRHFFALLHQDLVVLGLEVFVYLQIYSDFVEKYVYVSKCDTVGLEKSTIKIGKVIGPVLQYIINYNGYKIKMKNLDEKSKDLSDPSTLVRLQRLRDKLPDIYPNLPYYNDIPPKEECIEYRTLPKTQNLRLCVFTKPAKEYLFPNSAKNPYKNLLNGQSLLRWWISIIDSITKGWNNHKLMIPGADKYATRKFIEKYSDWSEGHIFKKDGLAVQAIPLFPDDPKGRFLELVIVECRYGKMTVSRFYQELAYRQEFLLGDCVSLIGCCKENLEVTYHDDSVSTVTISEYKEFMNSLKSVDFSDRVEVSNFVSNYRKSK
NSD2 HMT inh: NSD2 (human) methyltransferase inhibition; O96028; NSD2 peptide methylation, AlphaScreen, 120 min; inhibition, % at 12.5 µM; actives 0.54% (n = 310,000); AID 743445; in the data active = inhibition above about 50%
CAL PDZ FP-2: inhibitors of human CAL PDZ peptide binding | Q9HD26 | purified CAL PDZ, TMR-peptide fluorescence polarization, 1 h | inhibition, % at 24.9 µM | actives 0.92% (n = 300,000) | AID 602252;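 active = mean inhibition of at least 30% with at least half of replicates also reaching 30%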;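 also: 0% = DMSO neutral control and 100% = excess unlabeled competitor peptide PRC23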
Active calls of the source: *; / = no result given.

The line under a structure holds: PvdQ acylase | PfHsp90 set2 | SR-BI HDL uptake | CAL PDZ FP-1 | SR-BI DiI-HDL act | dFosB activator | MITF act | Rtt109 Vps75 | NSD2 HMT inh | CAL PDZ FP-2
CCc1cc(C(=O)N2CCCC(CNC(=O)c3ccc(-c4ccccc4)cc3)C2)no1 (configuration not stated)
 : 1 | / | 29 | -2.6 | -29 | -15 | 9 | 17 | -1 | 6
CC(=O)c1ccc(OCCCC(=O)Nc2cccc(S(=O)(=O)N3CCOCC3)c2)cc1
 : 1 | -3 | 8 | -1.2 | -8 | 2 | -10 | -7 | -1 | -2
CC(=O)C1=C(C)NC(C)=C(C(C)=O)C1c1cccs1
 : -9 | 7 | -4 | 0.2 | 4 | -2 | -1 | 3 | 2 | -3
Cc1ccc(C)c(S(=O)(=O)N2CCCOC2CNC(=O)C(=O)NCCCn2ccnc2)c1 (configuration not stated)
 : 6 | 13 | -3 | 0.0 | 3 | -5 | -1 | 14 | 1 | -4
COc1cccc(C(=O)N2CCCc3ccccc32)c1
 : 0 | / | 5 | -1.8 | -5 | -3 | 11 | 8 | -3 | -4
COc1ccc(-n2c(CN3CCOCC3)nc3ccc([N+](=O)[O-])cc3c2=O)c(OC)c1
 : -22 | 5 | 11 | -3.0 | -11 | -9 | / | 1 | 17 | /
O=C(N/N=C/c1ccc2c(c1)OCO2)c1cc2ccccc2o1
 : 6 | 4 | / | 0.2 | / | -2 | 0 | -6 | 2 | 3
Cc1ccc(OCc2cc(C(=O)NCC(C)c3ccccc3)no2)cc1C (configuration not stated)
 : -10 | 7 | 20 | -2.2 | / | 1 | -9 | -2 | -4 | 0
CCc1cc2c(Nc3ccccc3O)nc(C)nc2s1
 : -3 | -3 | 2 | 0.5 | -2 | -5 | / | 7 | -2 | -4
Cc1cc(C)cc(NC(=O)COc2coc(CN3CCN(c4ccccc4)CC3)cc2=O)c1
 : 0 | 19 | 21 | -2.2 | -21 | -7 | -16 | -1 | -2 | -1
COc1c2n(C)ccc3c-2n(c(=O)c1=O)c1ccccc31
 : -8 | -1 | -11 | 0.1 | 11 | 5 | -3 | -10 | / | -1
CN(CC(=O)Nc1ccccc1Br)C(=O)c1cccc(S(=O)(=O)N2CCc3ccccc32)c1
 : -4 | 3 | 82* | -1.7 | -82 | -8 | -15 | 1 | 1 | -5
COc1ccc(/C=C/CN2CCN(Cc3cccc(OC)c3)C(CCO)C2)cc1 (configuration not stated)
 : -10 | -7 | 17 | 0.0 | -17 | -5 | -9 | 0 | -1 | /
Cc1cccc2sc(NC(=O)C3CSC4(C)CCC(=O)N34)nc12 (configuration not stated)
 : -10 | -15 | 39 | -0.2 | -39 | -13 | -13 | -19 | -6 | -1
C/C(=N/NC(=O)CNC(=O)C(c1ccccc1)c1ccccc1)c1ccco1
 : -9 | 6 | -17 | -0.5 | 17 | 12 | / | -1 | -2 | -4

An excerpt from above, reduced to NSD2 HMT inh and dFosB activator.
Compound	NSD2 HMT inh	dFosB activator
CCc1cc2c(Nc3ccccc3O)nc(C)nc2s1	-2	-5
CCc1cc(C(=O)N2CCCC(CNC(=O)c3ccc(-c4ccccc4)cc3)C2)no1 (configuration not stated)	-1	-15
CC(=O)c1ccc(OCCCC(=O)Nc2cccc(S(=O)(=O)N3CCOCC3)c2)cc1	-1	2

Following part:
The line under a structure holds: PvdQ acylase | PfHsp90 set2 | SR-BI HDL uptake | CAL PDZ FP-1 | SR-BI DiI-HDL act | dFosB activator | MITF act | Rtt109 Vps75 | NSD2 HMT inh | CAL PDZ FP-2
CC(C)CN(CCNC(=O)c1cn(C)c2ccc(S(=O)(=O)N3CCCC3)cc2c1=O)CC(C)C
 : -15 | -2 | -6 | -2.5 | 6 | -1 | 7 | -3 | -4 | 0
O=C(Nc1ccc(Cl)cc1)N1CCN(c2ncccn2)CC1
 : -7 | 5 | 14 | 0.1 | -14 | -6 | 24 | -11 | -4 | -1
Cc1ccc(Oc2ccc(C(=O)NCc3ccncc3)cc2)cc1
 : -5 | 6 | 18 | -1.8 | -18 | -7 | 1 | / | 0 | 8
CC1Cc2ccccc2N1C(=O)c1nn(C)cc1Br (configuration not stated)
 : 5 | -9 | -3 | -2.0 | 3 | -6 | -14 | 15 | 0 | 2
Cc1ccc(COC(=O)CN2C(=O)NC3(CCCCC3C)C2=O)cc1 (configuration not stated)
 : -6 | -8 | 7 | -1.9 | -7 | -7 | -1 | -1 | -2 | /
Cc1oc2c(C)c3oc(=O)c(CCC(=O)NCCCn4ccnc4)c(C)c3cc2c1C
 : -18 | -13 | 20 | -2.5 | -20 | 4 | 18 | -16 | / | -6
CCOC(=O)Cn1ccc(NC(=O)COc2ccc(F)cc2F)n1
 : -19 | 19 | -23 | -1.6 | 23 | -1 | 10 | 0 | -4 | 5
CCCCNC(=O)CSc1nc(CCC)nc2ccccc12
 : -11 | -22 | -1 | -0.1 | 1 | -7 | -2 | -13 | 13 | 30*
O=S1(=O)C=C(Sc2nnc(-c3ccccc3)o2)c2ccccc21
 : -1 | 111* | -8 | -1.5 | 8 | -4 | -95 | 0 | / | -19
CN(Cc1ccccc1)C(=O)Cn1cccc1C(=O)c1ccccc1
 : -13 | -1 | 15 | -2.6 | / | -2 | 13 | 6 | -2 | -3
Cc1cc(C(=O)CSc2nnc(-c3cccc(F)c3)n2N)c(C)n1Cc1ccc2c(c1)OCO2
 : -3 | 3 | 18 | -2.1 | -18 | 6 | -24 | 9 | -1 | -4
CCC(C)NC(=O)C1CCCN(C(=O)Nc2ccc(F)cc2)C1 (configuration not stated)
 : -19 | 32 | -13 | 23 | 13 | 1 | / | 8 | -1 | -2
CN(C)/C(=N\S(=O)(=O)c1ccccc1)c1ccc(Cl)cc1
 : -18 | -15 | -3 | -0.1 | 3 | 12 | 1 | -3 | -1 | 2
C#CCSc1nnc(-c2sc(-c3ccccc3)nc2C)n1C
 : -10 | -34 | 74* | -4.1 | -74 | -7 | / | 0 | -2 | 0
COCCCNC(=O)C[C@H]1C[C@H](C(=O)N2CCOCC2)[C@@]2(CCC3CCCC3)c3[nH]c4ccc(Cl)cc4c3CCN2C1=O
 : -11 | -34 | -25 | 0.5 | 25 | -4 | -13 | -1 | / | -3

(continued)
The line under a structure holds: PvdQ acylase | PfHsp90 set2 | SR-BI HDL uptake | CAL PDZ FP-1 | SR-BI DiI-HDL act | dFosB activator | MITF act | Rtt109 Vps75 | NSD2 HMT inh | CAL PDZ FP-2
Cc1cc(C)n2cc(CSc3nnnn3-c3ccc(Cl)cc3)nc2n1
 : 8 | -7 | -15 | 0.8 | 15 | 3 | 1 | 6 | / | /
O=C(CCCc1nc2ccccc2s1)NNC(=O)CCN1CCN(Cc2ccccc2)CC1
 : 8 | -19 | -12 | -0.8 | 12 | -3 | 8 | 1 | 0 | 6
N=c1c(C(=O)NC2CCCC2)cc2c(=O)n3ccccc3nc2n1CCCN1CCOCC1
 : -13 | -28 | -13 | -2.4 | 13 | -7 | -5 | -102 | 2 | 13
CCc1ccc(S(=O)(=O)N2CCN(c3ncccn3)CC2)cc1
 : -6 | 25 | -22 | -0.4 | 22 | -8 | 4 | -8 | -5 | /
C=CCNC(=O)c1ccc(Sc2ccccc2)c([N+](=O)[O-])c1
 : -10 | -35 | 6 | 0.5 | -6 | -5 | -2 | 3 | -1 | -2
O=C(c1ccc(Br)o1)N1CCN=C1SCc1cccc(F)c1
 : -16 | -5 | 15 | 0.0 | -15 | -4 | 28 | -7 | / | -4
Cc1cccc(Nc2nnc(SCC(=O)NC3CCCc4ccccc43)s2)c1 (configuration not stated)
 : 1 | 20 | 11 | -0.3 | -11 | 21* | 12 | -29 | 0 | -7
COC(=O)c1sccc1NC(=S)N1CCN(c2ccc(F)cc2)CC1
 : -21 | 2 | -22 | -1.9 | 22 | 10 | 21 | -1 | -2 | -4
Cc1ccc(C(=O)CNc2ccccc2C)cc1
 : -9 | -7 | 6 | 0.5 | -6 | 4 | 15 | 5 | 2 | -3
Cc1ccc(S(=O)(=O)N[C@H](C(=O)OCC(=O)N2N=C(c3ccc(Cl)cc3)CC2c2ccco2)C(C)C)cc1 (some centres not stated)
 : 15 | -6 | 19 | -0.6 | -19 | -1 | 15 | 9 | -1 | -4
CCOC(=O)c1ccc(S(=O)(=O)N2CCN(S(=O)(=O)CC)CC2)cc1
 : -7 | -29 | -21 | -2.0 | 21 | -6 | 2 | -1 | 0 | 65*
COc1ccc(C(=O)N2CCN=C2SC)cc1OC
 : 3 | 9 | -8 | -2.1 | 8 | -1 | -6 | 4 | 0 | 4
Cc1cc(N2CCCC2)ccc1NC(=O)CN1C(=O)NC2(CCCCC2)C1=O
 : 6 | / | -9 | -1.3 | 9 | -7 | 4 | -4 | 6 | 6
Cc1ccc(-n2nc3c(=O)n(CC(=O)NC(C)CCc4ccccc4)nc(C)c3c2C)cc1 (configuration not stated)
 : -19 | -4 | 41 | -1.8 | -41 | -8 | -35 | -2 | -3 | -3
COc1ccc(CN2CCN(Cc3ccc4cc(F)ccc4n3)CC2CCO)c(C)c1C (configuration not stated)
 : -10 | -1 | 1 | -30 | -1 | -5 | -10 | -5 | 1 | 2
O=[N+]([O-])c1ccc(N=Nc2ncc[nH]2)cc1
 : 15 | -5 | -3 | 0.1 | 3 | -4 | -13 | 2 | 1 | -3
COCCn1c(C)cc(C(=O)CSc2cc(C)c3ccc(OC)cc3n2)c1C
 : -8 | -32 | 28 | -0.4 | -28 | -1 | -3 | -8 | 1 | -1
CSc1nc(C)cc(SCC(=O)N/N=C/c2ccccc2)n1
 : 6 | -5 | -12 | -1.4 | 12 | -5 | -2 | 4 | 0 | 4

Reprinted at random: 3 compounds from above, in no set order.
The line under a structure holds: PvdQ acylase | PfHsp90 set2 | SR-BI HDL uptake | CAL PDZ FP-1 | SR-BI DiI-HDL act | dFosB activator | MITF act | Rtt109 Vps75 | NSD2 HMT inh | CAL PDZ FP-2
O=C(CCCc1nc2ccccc2s1)NNC(=O)CCN1CCN(Cc2ccccc2)CC1
 : 8 | -19 | -12 | -0.8 | 12 | -3 | 8 | 1 | 0 | 6
CSc1nc(C)cc(SCC(=O)N/N=C/c2ccccc2)n1
 : 6 | -5 | -12 | -1.4 | 12 | -5 | -2 | 4 | 0 | 4
COC(=O)c1sccc1NC(=S)N1CCN(c2ccc(F)cc2)CC1
 : -21 | 2 | -22 | -1.9 | 22 | 10 | 21 | -1 | -2 | -4
